# Bioassay records from PubChem.
# PL synth Enamine: animal cell phospholipid biosynthesis inhibition, Enamine screen. ZR-82 CHO cells, pyrene fatty acid UV survival, CellTiter Blue; peroxisome-deficient CHO-K1 mutant line; plus DGAT-1, DGAT-2 and ACAT inhibitors. calls only at 10 µM. 0.4% of 20,000 active;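 active means cell survival signal 2 SD away from solvent-only control wells, confirmed on one or two retests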;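 further: 3 h compound exposure then viability read about one day after UV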
# Calls only; i = inactive; + = active, no number.
SMILES,PL synth Enamine
c1ccc(-c2nnc(NN=C3CCCCC3)c3ccccc23)cc1,i
O=[N+]([O-])c1ccccc1N/N=C1\CC2CC=CC12 (stereo not given),i
CC(C)(C)c1ccc(-c2nnc3n2N=C(c2ccccc2F)CS3)cc1,i
O=C(Cn1cc([N+](=O)[O-])ccc1=O)NCCC1=CCCCC1,i
Cc1cc(C)cc(C2CC(C)(O)CC(c3cc(C)cc(C)c3)S2)c1 (stereo not given),i
O=C1C(=O)N(CN2CCCC2c2cccs2)C(=O)N1Cc1cccs1 (stereo not given),i
Cc1cccn2c(=O)c(/C=C3\SC(=S)N(C(C)C)C3=O)c(NCc3ccco3)nc12,i
Cc1cc(C(=O)CSc2nnnn2C2CC2)c(C)n1Cc1ccco1,i
C=CCn1c(-c2ccc(C(C)(C)C)cc2)n[nH]c1=S,i
Oc1ccc(-c2noc(/C=C/c3ccc(C(F)(F)F)cc3)n2)cc1,i
NC(=O)c1ccsc1NC(=O)Cn1cnc2sccc2c1=O,i
CC(NC(=O)CCn1[nH]c(=O)ccc1=O)C12CC3CC(CC(C3)C1)C2 (stereo not given),i
CC1CN(Cc2cc(=O)n3c4c(sc3n2)CCCC4)CC(C)O1 (stereo not given),i
Cc1sc2nc(C(C)Sc3nnc(C)n3C3CC3)[nH]c(=O)c2c1C (stereo not given),i
C=CCN=c1scc(-c2ccc(C)cc2)n1/N=C/c1ccc(F)cc1F,i
CC1CCC(COC(=O)C[N+]2(C)CCCCC2)C(C)C1 (stereo not given),i
O=C(OCn1nnc2ccccc2c1=O)C12CC3CC(CC(O)(C3)C1)C2,i
O=P1(Nc2cccc3ccccc23)C=C(c2ccccc2)OC(c2ccccc2)=C1,i
Oc1cccnc1NC(c1ccc(Br)cc1)c1ccc2cccnc2c1O (stereo not given),i
Cc1nc2scc(C)c2c(=O)[nH]1,i
Cc1nc(-n2cnc3cc(C)c(C)cc32)c2c3c(sc2n1)CCC3,i
NS(=O)(=O)c1ccc(NS(=O)(=O)c2c(F)cc(F)cc2Br)cc1,i
COc1cc(S(=O)(=O)n2c([N+](=O)[O-])cnc2C)ccc1Br,i
O=[N+]([O-])c1cccnc1Nc1ccc2c(c1)OCO2,i
FC(F)(F)c1nc(NNC(=S)NCC2CCCO2)c2ccccc2n1 (stereo not given),i
CN(C)c1ccc2c3c(ccc(N(C)C)c13)C(=O)OC2,i
C/C(CCc1ccc2c(c1)OCO2)=N\Nc1c([N+](=O)[O-])cc(C(F)(F)F)cc1[N+](=O)[O-],i
CN(C)c1ccc2c(c1)C(=O)/C(=C1\N(C)c3ccccc3C1(C)C)P2(=Nc1ccc([N+](=O)[O-])cc1)N1CCOCC1 (stereo not given),i
CN(Cc1nc2ccccc2c(=O)[nH]1)C(=O)c1n[nH]c(=O)c2ccccc12,i
NCCCc1nc2ccccc2[nH]1,i
CCN(CC)C(=O)CSCC(=O)NNC(=O)C12CC3CC(CC(C3)C1)C2,i
Oc1ccc(C2C=C(c3ccc(F)cc3)Nc3ncnn32)cc1 (stereo not given),i
Cn1cnc2c1c(=O)n(CC(=O)NC1CC1)c(=O)n2C,i
O=S(=O)(Nc1ccc(NS(=O)(=O)c2ccccc2)c(S(=O)(=O)c2ccccc2)c1)c1ccccc1,i
CN(Cc1ccc(Cl)s1)C(=O)CSc1nnc(NC2CC2)s1,i
CC(C)NC(=S)N1CCN(c2ncccn2)CC1,i
Cc1nc2c(cc(OS(=O)(=O)c3cccs3)c3ccsc32)s1,i
CC1=CC(C)(C)Nc2ccc(/C(Cl)=C(\Cl)c3ncc(Cl)cn3)cc21,i
Cc1sc2nc(C(C)Sc3nnnn3C3CC3)[nH]c(=O)c2c1C (stereo not given),i
O=S1(=O)CCC(N(CC2CCCO2)S(=O)(=O)c2ccc(C3CCCCC3)cc2)C1 (stereo not given),i
CN1C(=O)N(C)C2(c3ccccc3)NN3C(=O)CSC3=NC12c1ccccc1 (stereo not given),i
CC(C)CNc1n[nH]c(=S)s1,i
CCCCNC(=S)N1CC2(C)CC1CC(C)(C)C2 (stereo not given),i
Nc1ccc2cc(S(=O)(=O)O)cc(S(=O)(=O)O)c2c1,i
COC(=O)C(C)Oc1cc(OC(C)C(=O)OC)c2c3c(c(=O)oc2c1)CCC3 (stereo not given),i
Clc1ccccc1/C=C1\CCCC2=C1Nc1ncnn1C2c1ccccc1Cl (stereo not given),i
Cc1cccc2c(C[P+](c3ccccc3)(c3ccccc3)c3ccccc3)ccc(C)c12,i
CCn1c(SCC(=O)c2cc(C)n(C3CC3)c2C)nnc1-c1ccoc1C,i
Cc1sc2nc(-c3cccs3)nc(N3CCCC3C(N)=O)c2c1C (stereo not given),i
CN(C1CCS(=O)(=O)C1)S(=O)(=O)c1ccc([N+](=O)[O-])cc1 (stereo not given),i
# Next section
SMILES,PL synth Enamine
CCn1c(C)cc(C(=O)CSc2nnc(-c3ccco3)o2)c1C,i
O=c1oc2cc(OCc3cc(=O)n4ccsc4n3)ccc2c2c1CCC2,i
CCOC(=O)c1c(C)oc2nc(Cn3nc(C)c([N+](=O)[O-])c3C)nc(N)c12,i
O=S(=O)(Nc1nc2ccccc2nc1Nc1ccccc1)c1cccc2nsnc12,i
Nc1nc(-c2ccccc2)c(N=Nc2ccc3c(c2)OCCO3)s1,+
COc1cc(/C=N/N(C)C)cc(Br)c1O,i
C=CCNC(=S)N/N=C1\CCS(=O)(=O)c2ccccc21,i
O=C(Cn1cc(C(F)(F)F)ccc1=O)OCC(=O)c1ccc[nH]1,i
CS(=O)(=O)c1ccc(NCCNc2cccc3ccccc23)c([N+](=O)[O-])c1,i
O=C1NC(=S)NC(=O)C1=Cc1ccc(N2CCOCC2)o1,i
COC(=O)C(C)Oc1cc(OC(C)C(=O)OC)c2c(C)c(Cl)c(=O)oc2c1 (stereo not given),i
Cc1cc(/C=C2\SC(=N)NC2=O)c(C)n1C1CC1,i
c1cc[n+](Cc2cn3ccccc3n2)cc1,i
Cc1nnc(SC2CCOC2=O)n1C1CCCCC1 (stereo not given),i
Cc1nn(C(C)C(=O)NC(C)C2CC3CCC2C3)c(C)c1[N+](=O)[O-] (stereo not given),i
CCc1cccc2c(C3=NNC(=NC4CC4)SC3)c[nH]c12,i
Cc1ccc(C(=O)Cn2nc(C)c([N+](=O)[O-])c2C)s1,i
Cc1cc2nnc(SCC3CCOCO3)n2c2ccccc12 (stereo not given),i
Clc1cnc(Nc2cccnc2)c(Cl)c1,i
Cc1[nH]c2ccccc2c1C(Nc1ccccn1)c1ccccn1 (stereo not given),i
C1=NN2C(SCc3nnc(-c4ccco4)o3)=Nc3ccccc3C2C1 (stereo not given),i
Cc1ccc2c(=O)cc(-c3cc(Br)cc4c3OCOC4)oc2c1,i
C=CCN(CC=C)C(=O)CSc1nnc(N)s1,i
O=C1OCCC1Sc1nc2scc(C3CC3)c2c(=O)n1C1CCCCC1 (stereo not given),i
Oc1c(C(c2ccncc2)N2CCCC2)ccc2cccnc12 (stereo not given),i
O=c1[nH]nc(SCc2cc(Cl)cc3c2OCOC3)n1CC1CCCO1 (stereo not given),i
Cc1ccc[n+](-c2nc3ccccc3nc2[N-]S(=O)(=O)c2ccc(Cl)cc2)c1,i
O=[N+]([O-])c1ccc(C(O)C(CO)NP2(=O)C=C(c3ccccc3)SC(c3ccccc3)=C2)cc1 (stereo not given),i
Clc1ccc(-c2noc(CSc3nnc4n3CCCCC4)n2)cc1,i
CCC(C)C(N)C(N)=O (stereo not given),i

# Copied from the entries so far (five entries):
SMILES,PL synth Enamine
C1=NN2C(SCc3nnc(-c4ccco4)o3)=Nc3ccccc3C2C1 (stereo not given),i
Cc1ccc2c(=O)cc(-c3cc(Br)cc4c3OCOC4)oc2c1,i
C=CCN(CC=C)C(=O)CSc1nnc(N)s1,i
O=C1OCCC1Sc1nc2scc(C3CC3)c2c(=O)n1C1CCCCC1 (stereo not given),i
Oc1c(C(c2ccncc2)N2CCCC2)ccc2cccnc12 (stereo not given),i

# Next entries.
SMILES,PL synth Enamine
CN(C)c1cccc(NP2(=O)C=C(c3ccccc3)OC(c3ccccc3)=C2)c1,i
C/C=C/C(=O)OCc1nc2c(c(=O)[nH]c(=O)n2CCCC)n1CC,i
O=[N+]([O-])c1cc(S(=O)(=O)Nc2ccc(Cl)c(S(=O)(=O)N3CCOCC3)c2)ccc1Cl,i
O=C(CSc1nnc(-c2cccs2)n1C1CC1)N1N=C(c2cccs2)CC1c1ccco1 (stereo not given),i
O=S(=O)(Nc1ccc2c(c1)CCC2)c1ccc(Br)cc1,+
CCn1c(SCC(=O)c2cc(C)n(C3CC3)c2C)nnc1N1CCOCC1,i
Cn1c(O)c(N=Nc2nncc3ccccc23)c2ccccc21,i
O=C1CNC(=S)N1CC1CCCO1 (stereo not given),i
Cc1nc(Cc2nnc(SCC(=O)c3cc(C)n(C)c3C)o2)cs1,i
O=C(O)c1sc2sccc2c1Cl,i

# Brought forward from above: 2 entries; new compounds follow.
SMILES,PL synth Enamine
Cc1nc(Cc2nnc(SCC(=O)c3cc(C)n(C)c3C)o2)cs1,i
O=C(O)c1sc2sccc2c1Cl,i
O=C(CSc1nnnn1C1CCCC1)N(C1CCCC1)C1CCS(=O)(=O)C1 (stereo not given),i
Cc1cc[n+]2c3c(cccc13)CCC2,i
CC1(C)c2sc(=O)[nH]c2SC2C(=O)N(c3ccc(Br)cc3)C(=O)C21 (stereo not given),i
O=C1NC(=S)NC(=O)C1=CN1CCCc2ccccc21,i
COc1ccc2c(-c3cccnc3)cc(=S)[nH]c2c1,i
NC(=O)Cc1csc(N)n1,i
Cc1cc(C)c(NC(=NCCn2ccnc2)Nc2c(C)cc(C)cc2C)c(C)c1,i
C/C(=N\NC(=O)Cc1cn2ccsc2n1)c1ccc(Cl)s1,i
CS(=O)(=O)c1ccc2nc(NC(=O)c3cnc4ccccc4n3)sc2c1,i
FC(F)(F)c1cnc(N/N=C/c2ccc3c(c2)OCCO3)c(Cl)c1,i

# In the list so far, these contain bromine:
SMILES,PL synth Enamine
Oc1cccnc1NC(c1ccc(Br)cc1)c1ccc2cccnc2c1O (stereo not given),i
NS(=O)(=O)c1ccc(NS(=O)(=O)c2c(F)cc(F)cc2Br)cc1,i
COc1cc(S(=O)(=O)n2c([N+](=O)[O-])cnc2C)ccc1Br,i
COc1cc(/C=N/N(C)C)cc(Br)c1O,i
Cc1ccc2c(=O)cc(-c3cc(Br)cc4c3OCOC4)oc2c1,i
O=S(=O)(Nc1ccc2c(c1)CCC2)c1ccc(Br)cc1,+
CC1(C)c2sc(=O)[nH]c2SC2C(=O)N(c3ccc(Br)cc3)C(=O)C21 (stereo not given),i

# Other structures follow:
SMILES,PL synth Enamine
CN(C)c1ccc(/C=C/c2cccc[n+]2C)cc1,i
COc1ccc(C2SCc3cc(C)c(C)cc3CS2)cc1OC,i
Clc1ccc(CSc2nnc(-c3ccc4c(c3)OCO4)o2)cc1,i
COc1cc(/C=C/c2ccc3c(Cl)cc(Cl)c(O)c3n2)cc(Br)c1O,i
CC1CCc2sc(-c3nnc(SCc4cc(=O)n5ccsc5n4)o3)cc2C1 (stereo not given),i
O=C(NC1CCS(=O)(=O)C1)C12CC3CC(CC(C3)C1)C2 (stereo not given),i
CN(C(=O)Cn1cc([N+](=O)[O-])ccc1=O)C1CCCCC1,i
CCC(=O)N(c1n[nH]c(=S)s1)C1CC1,i
Cc1[nH]c(=S)[nH]c(=O)c1CCO,i
O=C(CN1C(=O)NC2(CCCCC2)C1=O)N(Cc1ccco1)Cc1cccs1,i
Clc1ccc(OCCCN2CCCC2)cc1Cl,i
COc1cc(-c2nnc(SCCSC)o2)cc(OC)c1OC,i
O=[N+]([O-])c1cc(C(F)(F)F)ccc1-n1cncn1,i
CNC(=S)N/N=C/c1cc(Br)cc(Br)c1O,i
COc1ccc(OC)c(S(=O)(=O)n2nnc3ccccc32)c1,i
O=C1N=C(c2ccccc2)O/C1=C\C=C\c1ccccc1,i
CCn1c(SCC(=O)c2cc(C)n(CC3CCCO3)c2C)nnc1-c1ccco1 (stereo not given),i
O=c1c(-c2ccc3c(c2)OCCCO3)coc2c3c(ccc12)OCCO3,i
COc1c(S(=O)(=O)N2CCCC2)ccc(Cl)c1Cl,i
NC1=NC(c2ccncc2)n2c(nc3cc4c(cc32)OCCCO4)N1 (stereo not given),i
Brc1ccc(-c2nc(-c3ccccc3)c3ccccn23)cc1,i
COc1ccc(C2=Nn3c(nnc3-c3ccncc3)SC2)cc1OC,i
Cc1nc2sccn2c1-c1nc(-c2cc(Cl)ccc2Cl)cs1,i
c1ccc2c(c1)NC(c1ccsc1)n1c-2nc2ccccc21 (stereo not given),i
Cc1[nH]c2ccccc2c1/C=N/Nc1nc(C(Cl)(Cl)Cl)nc2ccccc12,i
C=CCN=c1scc(-c2ccc(F)cc2)n1/N=C/c1c(OC)cc(OC)cc1OC,i
Cc1ccc(P(=Nc2ccccc2[N+](=O)[O-])(Oc2cccc3cccnc23)C(C)(C)C)o1 (stereo not given),i
CCn1c(=S)[nH]c2sc3c(c2c1=O)CCC(C)C3 (stereo not given),i
CC1c2cccn2CCN1S(=O)(=O)c1ccc(Cl)c(C(F)(F)F)c1 (stereo not given),i
c1nc(NCC2CCCCC2)c2c3c(sc2n1)CCC3,i
CC1=C/C(=N\Nc2nc(C)cc(=O)[nH]2)CC(C)(C)C1,i
Cc1nc(SCC(=O)NN2C(=O)NC3(CCCCC3)C2=O)n(C2CCCCC2)c1C,i
O=C(O)CSc1nc2c(c(C(F)(F)F)n1)CCCC2,i
CC(C)CC1NC(=O)N(CC(=O)NC2CCCCC2)C1=O (stereo not given),i
CN=c1scc(-c2ccc(Cl)cc2)n1/N=C/c1ccc(O)c(O)c1,i
CC(C)(C)OC(=O)NC1(C(Cl)(Cl)Cl)Oc2ccc(C(C)(C)C)cc2O1 (stereo not given),i
C=C(Br)Cn1c(=O)n(CC(=C)Br)c2ccccc21,i
Nc1nc(N)nc(COC(=O)c2cccs2)n1,i

# The list is partial, so the mix of outcomes need not match the whole.
